MBNL1 CUG block: qHTS Assay for Inhibitors of MBNL1-poly(CUG) RNA binding; Muscleblind-like protein 1 (Homo sapiens), Q9NR56; TR-FRET MBNL1-His/biotin-(CUG)12 binding, 665/545 ratio; Potency, µM (titrated, usually from 57.5 µM), inactives show top-dose activity change, negative = inhibition, usual class: inhibitors; 280,000 compounds, 0.036% hits; AID 2675, 2010; active = well fitted inhibition curve with a large enough effect in the signal ratio, with a control signal flat, not every such curve was filed as active; inconclusive = small, poorly fitted or top-dose-only effect, or effect the other way, or a change in a side signal; inactive = no such curve, though single readings can be large or run the other way; the % refers to the signal ratio; note: potency is the fitted concentration of half-maximal effect; % is set by controls: 0 for no effect and ±100 for the full control effect
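Compounds (final 92 nM to 58 uM) are added to His-tagged MBNL1 and biotin-(CUG)12, then terbium anti-His antibody and streptavidin-XL665 (5 nM final). After 60 min at room temperature, the 665/545 nm ratio is read.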
TCR activator: Activators of T cell receptors: qHTS campaign; primary human leukocytes, anti-CD3, IL-2 HTRF, 48 h; Potency, µM (top dose mostly 9.22 µM), for inactives: top-dose activation of IL-2 secretion, actives largely listed as activators; 330,000 tested, under 10 active; AID 504894, 2011; note: % of control where 0% means no effect
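48 hr co-incubation of compounds, a-CD3 beads and primary human leukocytes; IL-2 quantified homogeneously by HTRF with anti-IL-2 K and d2 conjugates.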
A-T KAP1 phos: qHTS Assay for Identifying a Potential Treatment of Ataxia-Telangiectasia. […] A-T fibroblasts, KAP-1 phosphorylation AlphaLISA; neocarzinostatin DNA damage 30 min before lysis. Potency, µM (top dose mostly 57.5 µM), for inactives: at the top dose activation, usual class: activators. 320,000 compounds, 0.19% hits; note: potency is the fitted concentration of half-maximal effect; % of control where 0% means no effect; nearly all actives have a fitted effect of over 45% in size
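hTERT-immortalized A-T patient fibroblasts ([…]), 500 cells/well in OPTI-MEM, 1% FBS, got compounds for 60 min, then NCS for 30 min at 37C. Lysates were then assayed for phospho-KAP-1 by AlphaLISA (anti-pKAP1 donor, anti-KAP1 acceptor beads), 6 hr at 25C.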
TSHR antagonist: Antagonists of the Thyroid Stimulating Hormone Receptor: HTS campaign; AID 504810, 2011; 330,000 compounds, 0.2% hits; activity change, negative = inhibition, % at 11.5 µM; TSHR-expressing cells, TSH-stimulated cAMP HTRF, 2 h; stronger effect = lower value; Thyrotropin receptor (Homo sapiens), P16473;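 active = activity change below a set negative limit, meaning inhibition stronger than a set level, cut at about -70% in these data; inconclusive = activity change between two set negative limits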; note: % is set by controls: 0 for no effect and ±100 for the full control effect
Target sequence (P16473 whole entry, looked up): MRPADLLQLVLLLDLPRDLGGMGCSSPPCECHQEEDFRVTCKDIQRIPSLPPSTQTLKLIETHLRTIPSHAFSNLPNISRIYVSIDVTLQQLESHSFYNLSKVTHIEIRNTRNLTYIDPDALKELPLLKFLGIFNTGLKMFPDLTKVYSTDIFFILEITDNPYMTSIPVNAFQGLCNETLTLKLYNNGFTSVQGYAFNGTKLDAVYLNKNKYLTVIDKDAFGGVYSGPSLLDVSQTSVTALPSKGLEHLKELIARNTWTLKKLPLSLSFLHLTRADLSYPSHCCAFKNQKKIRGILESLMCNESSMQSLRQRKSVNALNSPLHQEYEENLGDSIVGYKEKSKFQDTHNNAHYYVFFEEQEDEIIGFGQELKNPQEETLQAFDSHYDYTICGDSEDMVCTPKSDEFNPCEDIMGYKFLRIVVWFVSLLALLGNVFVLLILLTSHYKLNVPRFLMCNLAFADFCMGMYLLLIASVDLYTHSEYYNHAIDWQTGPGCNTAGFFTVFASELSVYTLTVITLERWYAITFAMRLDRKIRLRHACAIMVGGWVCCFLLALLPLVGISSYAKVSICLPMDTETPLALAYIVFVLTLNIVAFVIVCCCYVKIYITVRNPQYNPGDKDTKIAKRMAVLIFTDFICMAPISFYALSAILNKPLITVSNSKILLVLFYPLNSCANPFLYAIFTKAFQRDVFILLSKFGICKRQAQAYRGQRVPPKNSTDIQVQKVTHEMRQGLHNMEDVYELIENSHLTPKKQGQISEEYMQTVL
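Inhibition of cAMP made by TSHR-expressing cells under TSH stimulation (4nM final, EC80; 2 h, 37 deg C) is quantified with a one-step lysis HTRF kit, anti-cAMP cryptate versus cAMP-d2.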
Mito fusion act: qHTS Assay for Small Molecule Inhibitors of Mitochondrial Division or Activators of Mitochondrial Fusion | AID 485298, 2010 | S. cerevisiae fusion-defective mutant growth rescue, CellTiterGlo 48 h | 320,000 compounds, 0.23% hits | Potency, µM (doses to about 46.1 µM), inactives show at the top dose growth rescue (activation), actives largely listed as activators;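 note: potency is the fitted concentration of half-maximal effect; % of control where 0% means no effect; nearly all actives have a fitted effect of over 45% in size; temperature-sensitive fusion mutants such as fzo1-1 at 37 °C on non-fermentable ethanol glycerol medium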
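Growth-rescue viability read-out: after 48 h at the non-permissive 37C in glycerol/ethanol YPEG, yeast mitochondrial fusion mutants are measured by CellTiterGlo luminescence; compounds (23 nl pinned per well) restoring growth score as division inhibitors or fusion activators.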
PTAP TSG101 blk: qHTS Assay for Iinhibitors of HIV-1 Budding by Blocking the Interaction of PTAP/TSG101; Fluorescence polarization, FITC-PTAP peptide / Tsg101 binding; Potency, µM (top dose mostly 115 µM), for the others: at the top dose activity change, negative = inhibition, usual class: inhibitors; 340,000 tested, under 10 active; AID 493005, 2010; active = well fitted inhibition curve with a large enough effect in the main read-out, with a control signal flat, not every such curve was filed as active; inconclusive = small, poorly fitted or top-dose-only effect, or effect the other way, or a change in a side signal; inactive = no such curve, though single readings can be large or run the other way; note: potency is the fitted concentration of half-maximal effect; % of control where 0% means no effect
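Tsg101 binding domain (10 uM final) was mixed with compound and a FITC-labeled PTAP peptide (50 nM final) in HEPES pH 7.5 buffer with NaCl, Tween 20, EDTA and TCEP; fluorescence polarization was read after 20 min at r.t.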
Menin MLL FP TR: qHTS Assay for Inhibitors Targeting the Menin-MLL Interaction in MLL Related Leukemias: Competition With Texas Red Labeled MLL-derived Mutant Peptide; Potency, µM (highest dose often 61.6 µM), without a hit: at the top dose FP activity change, negative = inhibition, usual class: inhibitors; 270,000 compounds, 0.23% hits; Menin + Texas Red MLL mutant peptide, fluorescence polarization; O00255; AID 1768, 2009; active = well fitted inhibition curve with a large enough effect in the polarisation, with a control signal flat, not every such curve was filed as active; inconclusive = small, poorly fitted or top-dose-only effect, or effect the other way, or a change in a side signal; inactive = no such curve, though single readings can be large or run the other way; the % refers to the polarisation; note: potency is the fitted concentration of half-maximal effect; % of control where 0% means no effect; many of its hits are not listed in these tables
S-ASM inh: Inhibitors of Secretory Acid Sphingomyelinase (S-ASM): qHTS; Sphingomyelin phosphodiesterase (Homo sapiens), P17405; placental ASM, HMU-PC fluorogenic substrate, 60 min; Potency, µM (series often up to 57.5 µM), for inactives: at the top dose activity change, negative = inhibition, actives largely listed as inhibitors; 340,000 compounds, 0.006% hits; note: potency is the fitted concentration of half-maximal effect
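Steps: dispense placental human ASM, pin compound, wait 10 min at room temperature, add HMU-PC0 substrate at 9 uM final, incubate 60 min at 37 °C, add stop solution raising pH to 10, read fluorescence.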
CXXC DNA block: qHTS Fluorescence Polarization Assay for Inhibitors of MLL CXXC domain - DNA interaction. MLL-CXXC / FITC-HOXA9 DNA fluorescence polarization. Potency, µM (top dose mostly 115 µM), for inactives: at the highest dose activity change, negative = inhibition, actives largely listed as inhibitors. 290,000 compounds, 0.037% hits. AID 2662, 2010; active = well fitted inhibition curve with a large enough effect in the polarisation, with a control signal flat, not every such curve was filed as active; inconclusive = small, poorly fitted or top-dose-only effect, or effect the other way, or a change in a side signal; inactive = no such curve, though single readings can be large or run the other way; the % refers to the polarisation; note: potency is the fitted concentration of half-maximal effect
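Fluorescence polarization: 7 uM MLL-CXXC (stock) preincubated 5 min with compounds, then 50 nM fluorescein-HOX-A9 DNA (stock) added; 30 min ambient. Buffer 50 mM Tris-HCl pH 7.5, 50 mM NaCl, 1 mM DTT, 0.05% BSA.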
a7 integrin act: qHTS for Activators of Integrin-Mediated Alleviation for Muscular Dystrophy; 350,000 compounds, 0.064% hits; alpha7betagal myoblasts, beta-gal FDG fluorescence, 48 h; Potency, µM (series often up to 38.3 µM), for inactives: at the top dose activation, hits mostly activators; AID 624291, 2012;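 note: potency is the fitted concentration of half-maximal effect; 100% = response of the positive control SU9516; nearly all actives have a fitted effect of over 60% in size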
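alpha7betagal+/- myoblasts (passage 13, 250/well) treated 48 h at 37C with compounds at 1:260 dilution of DMSO stock. Lysed, then beta-galactosidase activity read as FDG fluorescence (ex 480/em 540) after 30 min, with pre-read for autofluorescence.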
The depositor's hits bear a star; ? = inconclusive; · = not tested or not shown; [ ] = another dose, or the depositor's remark. Unless noted, calls come from the whole dose curve; as a rule, active = well fitted curve in the direction sought with a large enough effect; inconclusive = small, poorly fitted or top-dose-only effect, or another doubt; inactive = no such curve, though single readings can be large; an effect the other way counts as inactive or inconclusive. A portion of the library; count on the stated rates, not on these rows.

SMILES	MBNL1 CUG block	TCR activator	A-T KAP1 phos	TSHR antagonist	Mito fusion act	PTAP TSG101 blk	Menin MLL FP TR	S-ASM inh	CXXC DNA block	a7 integrin act
CCC(C)(C)n1nnnc1C(c1cc2cc(C)cc(C)c2[nH]c1=O)N1CCN(Cc2ccc3c(c2)OCO3)CC1 (stereo not drawn)	6%	-1%	-2%	0	0%	-2%	-10%	0%	20%	24%
NC1=NC(=O)CC(C(=O)Nc2cccc3ccccc23)S1 (stereo not drawn)	16%	1%	4%	-14	-8%	0%	-5%	1%	-4%	16%
O=C(CSc1nnc(-c2ccncc2)n1-c1ccccc1)NCC1CCCO1 (stereo not drawn)	·	2%	-4%	6	-6%	-3%	·	2%	·	-33%
COc1ccc(-n2c(-c3ccc(Cl)cc3)c[nH]c2=S)cc1	25%	4%	1%	-23	5%	-4%	-20%	1%	12%	-32%
Cc1ccc(C(=O)OCC(=O)NC2CCCCC2)o1	-6%	·	5%	-1	0%	-5%	·	4%	-6%	15%
Cc1ccccc1C(=O)c1c[nH]c(C(=O)NCc2ccco2)c1	-2%	1%	8%	-15	-1%	-3%	-14%	0%	3%	4%
O=C(O)Cc1ccc(NC(=O)C(c2ccccc2)c2ccccc2)cc1	-11%	1%	3%	9	-5%	3%	29%	2%	-3%	3%
CCOc1ccccc1Nc1nc(-c2sc(NC(=O)c3cccc(Cl)c3)nc2C)cs1	56%[activator]	6%	-4%	11	-2%	-2%	?	12%	-11%	8%
CN(C(=O)Cn1nnc2ccccc2c1=O)C1CCCCC1	15%	7%	8%	-2	-3%	-3%	-1%	9%	-3%	0%
COCc1[nH]nc2c1C(c1ccsc1)C(C#N)=C(N)O2 (stereo not drawn)	-2%	·	-3%	0	-8%	-6%	1%	1%	-7%	-46%[inhibitor]
CCC(C)NC(=O)COCc1cc(-c2ccc3c(c2)OCO3)on1 (stereo not drawn)	1%	-2%	14%	-2	-11%	-4%	-22%	40%	-7%	-20%
C=CCn1c(O)c(N=NC(=O)OC(C)(C)C)c2ccccc21	?	4%[46.1 µM]	3%	3	2%	0%	-1%	-1%	-1%	-19%
COc1ccc(CNC(=O)[C@H](C)NC(=O)C2CCN(C(=O)[C@@H](N)Cc3ccccc3)CC2)cc1	-9%	13%	-2%	6	-2%	1%	1%	-4%	-12%	0%
O=C(Nc1ccccc1N1CCCC1)C1CCN(C(=O)c2ccc(Cl)cc2)CC1	·	4%	4%	-4	11%	0%	·	0%	·	2%
CCN(Cc1nc2ccccc2c(=O)[nH]1)Cc1cc(=O)oc2cc(C)c(C)cc12	·	4%	·	·	·	-7%	·	-3%	·	0%
Cc1cccc(Nc2nc(-c3ccc4c(c3)OCCO4)cs2)c1	37%[activator]	2%	8%	5	0%	1%	?	7%	?	10%
Cc1csc(NC(=O)COc2ccc3c(C)cc(=O)oc3c2)n1	8%	·	-3%	-3	-1%	·	·	36%[activator]	27%	-17%
CCCCC(=O)NC(=S)Nc1cc(C(=O)O)ccc1Cl	?	3%[46.1 µM]	-5%	36	-3%	0%	-16%	1%	-9%	20%
CCN(CC)S(=O)(=O)c1ccc2c(c1)c(=O)c(C(=O)NCCOC)cn2C	0%	2%	3%	-6	2%	-4%	-1%	0%	-1%	-10%
CCc1ccc(C2C(C#N)=C(N)N(N(C)C)C3=C2C(=O)CCC3)s1 (stereo not drawn)	·	4%[46.1 µM]	2%	-2	-3%	-2%	-12%	2%	-2%	-12%
COc1ccc(C(=O)CCC(=O)N2CCN(c3ccccc3)CC2)cc1	3%	1%	-3%	-11	3%	-11%	10%	-5%	·	-22%
O=C(CNC(=O)c1cccc(Cl)c1)NCCCSc1ccccc1	·	2%	-1%	-9	-4%	-8%	·	-4%	·	-38%
N[C@@H](CO)c1nnc([C@H](CCC(=O)O)NC(=O)C2CCNCC2)o1	-4%	-2%	-1%	0	1%	-6%	-6%	1%	-4%	5%
COC(=O)COc1ccc(S(=O)(=O)Nc2ccc(C(N)=O)cc2)cc1Cl	4%	6%	3%	3	-1%	-5%	0%	0%	0%	0%
CCN=c1scc(-c2ccco2)n1/N=C/c1ccc(OC)c(O)c1	12%	0%	·	·	5%	-1%	?	15%	10%	-12%
O=C(NCCNC(=O)c1ccc(-c2ccc(Cl)c(Cl)c2)o1)c1cnccn1	?	1%	6%	2	31%	-4%	·	-10%	-1%	35%
O=C(c1ccc2c(c1)OCO2)C1CCCN(Cc2cc(F)ccc2-n2cccn2)C1 (stereo not drawn)	-3%	2%	-1%	20	5%	-8%	-17%	-2%	-9%	-6%
Cc1ccc(S(=O)(=O)NC(=O)c2cc(C)n(-c3cc(S(=O)(=O)N4CCOCC4)ccc3N3CCCC3)c2C)cc1	0%	-1%	-4%	-4	3%	-8%	1%	2%	12%	14%
COc1cc2c(=O)n(Cc3ccco3)c(=O)n(CC(=O)c3cccc(Br)c3)c2cc1OC	6%	-4%	-3%	35	3%	0%	-1%	-6%	17%	-2%
C/C(=N\NC(=O)c1nc2ccccn2c1C)c1ccc2c(c1)OCO2	8%	2%[46.1 µM]	-7%	3	-2%	-3%	9%	5%	-14%	6%
CC1CC2(C)CC(C)C1(COC(=O)Nc1ccccc1)CO2 (stereo not drawn)	-1%	-7%	1%	-5	15%	-6%	-3%	-3%	-5%	-19%
Cc1ccc(NC(=O)C2Cc3ccccc3O/C2=N\O)cc1C (stereo not drawn)	-3%	3%	-6%	8	-6%	-2%	?	1%	21%	-20%
O=C(CN1C(=O)C(=O)N(CCC2=CCCCC2)C1=O)Nc1ccc(F)cc1F	·	1%	1%	-12	·	-3%	·	-2%	·	-4%
CCOc1ccc(N(C(C)C(=O)N2CCCC2)S(C)(=O)=O)cc1 (stereo not drawn)	-5%	·	0%	0	3%	-1%	0%	0%	0%	0%
Cc1ccn2cc(-c3cnoc3C)nc2c1	-3%	1%	-1%	3	-1%	-1%	-2%	1%	1%	1%
COC(=O)c1ccc(OCC2c3cc(OC)c(OC)cc3CCN2C(=O)c2ccco2)cc1 (stereo not drawn)	1%	3%	-1%	-14	1%	-3%	12%	-10%	13%	0%
Cc1cccc(OCCCCCn2ccnc2)c1	-23%	0%	-4%	5	-16%	-2%	·	2%	5%	2%
O=C(Nc1ccc(OC(F)(F)F)cc1)c1cnccn1	-3%	·	2%	7	5%	-2%	12%	-3%	-3%	5%
COc1ccc(C2C(C(C)=O)=C(O)C(=O)N2CCc2c[nH]c3ccccc23)cc1OC (stereo not drawn)	11%	1%	-3%	-3	3%	-4%	2%	-1%	0%	22%
O=C(Nc1cccnc1)c1ccc2nc(-c3ccccc3)c(-c3ccccc3)nc2c1	15%	-2%	-2%	-21	0%	-3%	25%	10%	19%	-12%
Cc1ccc(-c2noc(CSc3nnc(-c4cccs4)n3C)n2)cc1	2%	-3%	·	-7	-3%	-12%	-21%	-5%	-18%	11%
Cc1nc2cc(-c3ccccc3)sc2c(=O)n1N	6%	4%	1%	0	-12%	3%	0%	0%	5%	?
CC(OC(=O)c1ccc(Cl)cc1O)C(=O)NCCC1=CCCCC1 (stereo not drawn)	·	1%[46.1 µM]	2%	-3	·	2%	·	8%	·	24%
COc1ccccc1CN(C)C(=O)c1cccc(S(=O)(=O)N2CCc3ccccc3C2)c1	·	-4%	16%	-20	?	0%	·	-4%	·	-11%
CCCc1nnc(SCC(=O)Nc2ccc(OCC)cc2)n1N	16%	-1%	7%	1	1%	-3%	-5%	2%	1%	-12%
O=C(CNC(=O)c1ccccc1O)N/N=C/c1cc(Br)ccc1OC(=O)/C=C/c1ccco1	15%	5%	-3%	-8	-6%	0%	?	84%[activator]	46%[activator]	1%
